# EZH2 inh: EZH2/PRC2 methyltransferase inhibitors, primary screen, biochemical, DELFIA time-resolved fluorescence, single point. Histone-lysine N-methyltransferase EZH2 (Homo sapiens), Q15910. PRC2 H3K27 methylation, DELFIA TRF, 1 h. inhibition, % at 12.5 µM. hit rate 0.35% among 57,000. AID 651548, 2012;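 active = mean inhibition of replicates at least 50% and every single replicate also reaching 50%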;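 note: dimethyl H3K27 on biotinylated H3 21-44 peptide detected by antibody; plate controls were median neutral control wells for no effect and median positive control wells for full effect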
# IDH1 mut inh: inhibitors of IDH1 R132H reductase, primary screen, biochemical, plate reader, single point; hit rate 0.18% among 70,000; Isocitrate dehydrogenase [NADP] cytoplasmic (Homo sapiens), O75874; inhibition, % at 10 µM; diaphorase/resazurin fluorescence, 60 min; in the data active = inhibition above about 34%;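 note: 0% = DMSO and 100% = no enzyme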
# Target sequence (O75874 whole entry R132H): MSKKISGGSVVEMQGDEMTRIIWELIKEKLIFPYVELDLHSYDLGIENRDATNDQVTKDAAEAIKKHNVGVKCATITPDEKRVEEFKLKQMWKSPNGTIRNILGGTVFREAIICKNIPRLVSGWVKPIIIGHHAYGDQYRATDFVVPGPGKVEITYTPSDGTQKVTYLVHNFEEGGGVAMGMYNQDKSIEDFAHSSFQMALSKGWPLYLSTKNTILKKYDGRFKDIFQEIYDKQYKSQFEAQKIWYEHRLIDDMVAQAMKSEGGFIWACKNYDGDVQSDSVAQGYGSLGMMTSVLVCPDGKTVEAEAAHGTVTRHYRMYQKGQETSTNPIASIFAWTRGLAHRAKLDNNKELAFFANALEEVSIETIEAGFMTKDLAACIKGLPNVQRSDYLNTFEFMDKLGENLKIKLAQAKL
# * = called active by the depositor; / = no result given; & = joins results of further samples.
# The line under a structure holds: EZH2 inh, IDH1 mut inh
> C[C@@H]1CN([C@H](C)CO)C(=O)c2cccc(NS(=O)(=O)c3cccs3)c2O[C@@H]1CN(C)Cc1ccc(C(=O)O)cc1
    /, -1.6
> C[C@@H]1C=C(C(=O)N2CCN(Cc3ccc4c(c3)OCO4)CC2)O[C@H](OCc2ccc(CO)cc2)C1
    1, /
> C[C@H](CO)N1C[C@H](C)[C@H](CN(C)Cc2ccccc2)Oc2ccc(NC(=O)CCCCCC(=O)Nc3ccccc3N)cc2CC1=O
    -29, 0.1
> C[C@@H]1CN([C@@H](C)CO)S(=O)(=O)c2ccc(C3=CCCC3)cc2O[C@H]1CN(C)Cc1ccccc1
    35, -0.5
> O=C(CCN1C(=O)C2C3C=CC(C3)C2C1=O)Oc1cccc2cccnc12 (stereo unspecified)
    -4, -0.1
> COc1ccc(CN(C)C[C@H]2OCCCC[C@@H](C)Oc3ccc(NC(=O)Nc4c(C)noc4C)cc3C(=O)N([C@H](C)CO)C[C@@H]2C)cc1
    /, 1.3
> Cc1cc(N(CC(=O)Nc2ccccc2-c2ccccc2)S(C)(=O)=O)ccc1Br
    0, -0.2
> Cc1cc(C)cc(N(CC(=O)Nc2c(C)n(C)n(-c3ccccc3)c2=O)S(C)(=O)=O)c1
    /, 0.1
> C[C@H]1CN([C@@H](C)CO)C(=O)c2cc(NC(=O)Nc3ccc(F)cc3)ccc2O[C@H]1CN(C)C(=O)Nc1ccc2c(c1)OCO2
    /, 0.1
> Cc1noc(C)c1S(=O)(=O)N(C)C[C@H]1Oc2ccc(NC(=O)Nc3ccc(C(F)(F)F)cc3)cc2CC(=O)N([C@H](C)CO)C[C@H]1C
    /, -0.4
> C[C@@H]1CN([C@@H](C)CO)C(=O)Cc2cc(NC(=O)CCN3CCOCC3)ccc2O[C@H]1CN(C)CC1CC1
    -2, 1.2
> O=C(C[C@H]1C[C@H]2c3cc(NC(=O)C4CCOCC4)ccc3O[C@H]2[C@H](CO)O1)NC1CCCCC1
    1, 0.1
> Cc1[nH]c2ccccc2c1C(=O)CSc1nc(-c2ccccc2)cs1
    8, 10
> O=C(NCC[C@H]1CC[C@H](NS(=O)(=O)Cc2ccccc2)[C@H](CO)O1)C1CCOCC1
    -4, 0.9
> CO[C@H](CN(C)Cc1nccs1)[C@@H](C)CN([C@@H](C)CO)S(=O)(=O)c1ccc(C)cc1
    0, 0.0
> C[C@H]1CN([C@@H](C)CO)C(=O)c2cccc(NC(=O)Nc3ccc(C(F)(F)F)cc3)c2O[C@@H]1CN(C)Cc1ccncc1
    /, 4.1
> Cc1c(NC(=O)/C(C#N)=C/c2ccc(Cl)cc2)c(=O)n(-c2ccccc2)n1C
    0, /
> CC(=O)N(C)C[C@@H]1Oc2ncc(-c3ccccc3F)cc2C(=O)N([C@@H](C)CO)C[C@H]1C
    15, -5.4
> C[C@H](CO)N1C[C@H](C)[C@@H](CN(C)Cc2ccncc2)OCCCC[C@H](C)Oc2ccc(NC(=O)Nc3ccccc3)cc2C1=O
    -9, 2.8
> C[C@H](CO)N1C[C@H](C)[C@@H](CN(C)CC2CC2)Oc2ccc(NC(=O)CCN3CCOCC3)cc2CC1=O
    -5, 0.1
> Cc1cc(Cl)cc(Cl)c1OCC(=O)Nc1ccc(Cl)c(-c2nc3ncccc3o2)c1
    -14, 0.1
> CC(C)c1cn(CC[C@@H]2CC[C@@H](NC(=O)c3cccc(F)c3)[C@H](CO)O2)nn1
    6, 0.1
> C=C1CCC2C(C(=O)O)=COC(O[C@@H]3O[C@H](CO)[C@@H](O)[C@H](O)[C@H]3O)C12 (stereo partly specified)
    /, -0.3
> CC(C)NC(=O)N[C@@H]1CC[C@@H](CCNS(=O)(=O)c2ccc(F)cc2)O[C@@H]1CO
    5, 0.0
> C/C=C/c1ccc2c(c1)O[C@H](CN(C)CC1CCOCC1)[C@H](C)CN([C@@H](C)CO)S2(=O)=O
    -5, 0.3
> C[C@@H]1CN([C@H](C)CO)S(=O)(=O)c2ccc(-c3ccccc3)cc2O[C@@H]1CN(C)C(=O)C1CCCCC1
    -7, -6.8
> N#CCN(CC#N)C(=O)C(Sc1ccccc1)c1ccccc1 (stereo unspecified)
    0, 0.1
> C[C@H]1CCCCO[C@H](CN(C)S(=O)(=O)c2cccs2)[C@@H](C)CN([C@@H](C)CO)C(=O)c2cc(NS(=O)(=O)c3cn(C)cn3)ccc2O1
    /, 0.6
> O=C(C[C@H]1C[C@H]2c3cc(NC(=O)CC4CC4)ccc3O[C@H]2[C@@H](CO)O1)NCc1cccnc1
    0, -0.1
> Nc1ncnc(NCc2cccnc2)c1[N+](=O)[O-]
    0, 0.2

# Exported field by field: two of the compounds above
N#CCN(CC#N)C(=O)C(Sc1ccccc1)c1ccccc1 (stereo unspecified)
  EZH2 inh = 0; IDH1 mut inh = 0.1

C[C@H]1CCCCO[C@H](CN(C)S(=O)(=O)c2cccs2)[C@@H](C)CN([C@@H](C)CO)C(=O)c2cc(NS(=O)(=O)c3cn(C)cn3)ccc2O1
  EZH2 inh = /; IDH1 mut inh = 0.6

# (continued)
# The line under a structure holds: EZH2 inh, IDH1 mut inh
> CO[C@@H]1CN(C)C(=O)c2cc(NC(C)=O)ccc2OC[C@@H](C)N(CC2CC2)C[C@@H]1C
    -1, -0.2
> C[C@H]1CN([C@@H](C)CO)C(=O)Cc2cc(NC(=O)Cc3cn(C)c4ccccc34)ccc2O[C@@H]1CN(C)S(=O)(=O)c1cccs1
    /, -3.8
> COc1ccc(NC(=O)Nc2ccc3c(c2)CC(=O)N([C@H](C)CO)C[C@@H](C)[C@H](CN(C)C(=O)Nc2ccc(C(F)(F)F)cc2)O3)cc1
    /, 0.3
> Cn1c(SCC(=O)n2c3c(c4ccccc42)CCCC3)nnc1-c1ccco1
    -26, 0.1
> C[C@@H]1CN([C@@H](C)CO)C(=O)c2cccc(NC(=O)Nc3ccc(F)cc3)c2O[C@@H]1CN(C)S(=O)(=O)c1ccccc1
    /, -1.3
> c1ccc2sc(SCc3nc4c5c6c(sc5ncn4n3)CCCC6)nc2c1
    -1, -0.1
> CN1CCC(=C2c3ccccc3C=Cc3ccccc32)CC1
    -21, /
> CC(=O)N(C)C[C@H]1Oc2cc(C#CCC(C)C)ccc2S(=O)(=O)N([C@@H](C)CO)C[C@H]1C
    -4, -0.9
> CC1=C2[C@@H](c3ccccc3)OB(O)C[C@@H]2n2c(=O)n(-c3ccccc3)c(=O)n2C1
    -8, /
> C[C@@H]1CN([C@H](C)CO)C(=O)c2cc(C#CC3CCCC3)cnc2O[C@@H]1CN(C)Cc1ccncc1
    /, 0.9
> Cc1ccc(S(=O)(=O)N(C)C[C@@H]2Oc3ccc(NS(=O)(=O)c4cn(C)cn4)cc3C(=O)N([C@@H](C)CO)C[C@H]2C)cc1
    /, -3.2
> COC1=CC(=O)OC12CCCCC2
    -12, 1.0
> CCCN(C)C[C@H]1OCCCC[C@@H](C)Oc2ccc(NS(=O)(=O)c3ccc(C)cc3)cc2C(=O)N([C@H](C)CO)C[C@@H]1C
    -15, 1.4
> COc1ccc(S(=O)(=O)N(C)C[C@H]2Oc3cc(C#CC4CCCCC4)ccc3S(=O)(=O)N([C@H](C)CO)C[C@@H]2C)cc1
    -45, /
> CCCC(=O)Nc1ccc2c(c1)C(=O)N(C)C[C@H](OC)[C@@H](C)CN(CC1CCOCC1)[C@H](C)CO2
    3, 0.2
> NCC[C@H]1CC[C@H](NC(=O)Nc2ccc(F)cc2)[C@H](CO)O1
    -5, -0.2
> COCCNC(=O)C[C@@H]1C[C@@H]2c3cc(NC(=O)CC4CC4)ccc3O[C@@H]2[C@H](CO)O1
    24, 0.0
> CO[C@@H]1CN(C)C(=O)c2ccc(NC(=O)c3nc4ccccc4s3)cc2OC[C@H](C)N(Cc2ccncc2)C[C@@H]1C
    -14, 7.0
> CO[C@H]1CN(C)C(=O)c2ccc(NC(=O)C3CCOCC3)cc2OC[C@H](C)N(C)C[C@H]1C
    -4, /
> C[C@H]1CN([C@@H](C)CO)C(=O)c2cc(NS(=O)(=O)c3ccc(F)cc3)ccc2O[C@@H]1CN(C)Cc1ccc(-c2ccccc2)cc1
    /, 0.1
> COCc1cn(CC[C@@H]2CC[C@@H](NC(=O)Nc3ccc4c(c3)OCO4)[C@H](CO)O2)nn1
    24, -0.2
> CCC(=O)N(C)C[C@@H]1Oc2ncc(C#CC(C)(C)O)cc2C(=O)N([C@H](C)CO)C[C@H]1C
    -5, -0.2
> C[C@H](CO)N1C[C@H](C)[C@H](CN(C)C(=O)Nc2ccccc2)OCCCC[C@H](C)Oc2ccc(NC(=O)Nc3ccc(C(F)(F)F)cc3)cc2C1=O
    /, 3.8
> C[C@H]1CN([C@@H](C)CO)C(=O)Cc2cc(NC(=O)C3CCCCC3)ccc2O[C@@H]1CN(C)Cc1ccc(C(F)(F)F)cc1
    /, -0.3
> CCCC(O)C#Cc1cnc2c(c1)C(=O)N([C@H](C)CO)C[C@H](C)[C@H](CN(C)Cc1cccc(C(F)(F)F)c1)O2 (stereo partly specified)
    10, -1.1
> C[C@@H]1CN([C@@H](C)CO)C(=O)c2cccc(NC(=O)NC3CCCCC3)c2O[C@@H]1CN(C)C(=O)Nc1ccc2c(c1)OCO2
    /, 0.9
> C[C@H]1CN([C@@H](C)CO)C(=O)c2cc(-c3cccnc3)cnc2O[C@@H]1CN(C)C(=O)C1CCCCC1
    -10, 5.1
> O=C(C[C@H]1CC[C@@H](NS(=O)(=O)c2ccc(F)cc2)[C@H](CO)O1)N1CCC(Cc2ccccc2)CC1
    8, 0.2
> O=C(Nc1ccc(S(=O)(=O)Nc2ccccn2)cc1)c1cccnc1
    -6, -0.2
> CCC(=O)N1C[C@H](C)[C@@H](OC)CN(C)C(=O)c2cc(NC(=O)c3ccccc3)ccc2OC[C@H]1C
    -1, -0.2

# New compounds follow:
# The line under a structure holds: EZH2 inh, IDH1 mut inh
> C[C@H]1CN([C@@H](C)CO)C(=O)c2cc(/C=C/c3ccccc3)cnc2O[C@H]1CN(C)Cc1ccccc1
    0, 0.3
> Cc1noc(C)c1S(=O)(=O)N(C)C[C@H]1OCCCC[C@H](C)Oc2ccc(NC(=O)CCCN(C)C)cc2C(=O)N([C@@H](C)CO)C[C@@H]1C
    /, 0.5
> Cc1noc(C)c1NC(=O)N[C@@H]1C=C[C@@H](CC(=O)N2CCN(C)CC2)O[C@@H]1CO
    -3, 0.5
> CC[N+](CC)(CC)CC(=O)Nc1c(C)cccc1C
    -10, 1.3&-0.5
> C[C@@H]1CN([C@@H](C)CO)C(=O)c2cc(-c3cccc(F)c3)cnc2O[C@@H]1CN(C)C(=O)C1CC1
    5, -1.2
> O=C(C[C@@H]1C[C@H]2c3cc(NC(=O)Nc4ccccc4F)ccc3O[C@H]2[C@H](CO)O1)NCc1ccncc1
    -4, -0.1
> CCCc1cc(=O)[nH]c(SCC(=O)Nc2ccccc2C)n1
    -9, 0.1
> COCC(=O)Nc1ccc2c(c1)OC[C@@H](C)N(C(=O)c1cnccn1)C[C@H](C)[C@H](OC)CN(C)C2=O
    4, 0.2
> COc1ccccc1-c1ccc2c(c1)O[C@@H](CN(C)C(=O)c1cccnc1)[C@@H](C)CN([C@@H](C)CO)S2(=O)=O
    3, -0.2
> COc1ccc2nc(SCC(=O)Nc3cccc(C(F)(F)F)c3)[nH]c2c1
    6, 0.0
> N#Cc1c(NC(=O)CSc2ncn[nH]2)sc2c1CCCCC2
    -9, 0.0
> C[C@@H]1CN([C@@H](C)CO)C(=O)Cc2cc(NC(=O)Nc3cccc4ccccc34)ccc2O[C@@H]1CN(C)C(=O)Nc1ccc(C(F)(F)F)cc1
    /, -2.8
> C[C@H](CO)N1C[C@H](C)[C@H](CN(C)S(=O)(=O)c2ccc(Cl)cc2)Oc2ccc(NC(=O)Nc3cccc4ccccc34)cc2C1=O
    /, 1.5
> CO[C@H]1CN(C)C(=O)c2cc(NS(=O)(=O)c3ccccc3)ccc2OC[C@H](C)N(C(=O)NC(C)C)C[C@H]1C
    0, 0.2
> C[C@@H]1CN([C@H](C)CO)C(=O)Cc2cc(NC(=O)C3CC3)ccc2O[C@@H]1CN(C)Cc1ccc(-c2ccccc2)cc1
    -1, 1.8
> CC(=O)N(C)C[C@@H]1Oc2cc(C#Cc3ccccn3)ccc2S(=O)(=O)N([C@@H](C)CO)C[C@H]1C
    7, -5.1
> C[C@H]1CN([C@@H](C)CO)C(=O)c2cc(NC(=O)NC3CCCCC3)ccc2O[C@@H]1CN(C)Cc1ccc(C(=O)O)cc1
    /, 1.4
> COc1ccc(NC(=O)Nc2ccc3c(c2)C(=O)N([C@@H](C)CO)C[C@@H](C)[C@H](CN(C)C(=O)Nc2c(C)noc2C)OCCCC[C@H](C)O3)cc1
    /, 3.0
> Cc1ccc(S(=O)(=O)N[C@H]2CC[C@@H](CCNC(=O)Nc3ccc(Cl)cc3)O[C@H]2CO)cc1
    -3, -0.7
> Cc1ccc(S(=O)(=O)Nc2cccc3c2O[C@H](CN(C)C(=O)Nc2ccc4c(c2)OCO4)[C@@H](C)CN([C@@H](C)CO)C3=O)cc1
    /, -0.1
> CCCN1C[C@@H](C)[C@H](OC)CN(C)C(=O)c2ccc(NC(=O)c3cnccn3)cc2OC[C@@H]1C
    -3, 0.1
> N#Cc1ccc(NC(=O)Cn2ccc([N+](=O)[O-])n2)cc1
    -18, -0.1

# Structures above that contain a nitro group on carbon:
# The line under a structure holds: EZH2 inh, IDH1 mut inh
> Nc1ncnc(NCc2cccnc2)c1[N+](=O)[O-]
    0, 0.2
> N#Cc1ccc(NC(=O)Cn2ccc([N+](=O)[O-])n2)cc1
    -18, -0.1

# Compound activity deposited in PubChem by Broad Institute.

# Only part of the results is shown. The share of hits here may be higher or lower than overall.
